Platelet DG rel = modulates dense granule release in human platelets. human platelet-rich plasma, SFLLRN dense granule ATP release, luminescence. inhibition, %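 (compounds screened at 7.5 µM in platelet-rich plasma)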. 0.22% of 300,000 active. AID 1663;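 active = mean replicate score, as percent of positive control, at or above 50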
RGS4 inh = human RGS4 inhibition; P49798; HEK293 M3R/RGS4 inducible, Fluo-4 calcium flux; stronger effect = higher value; triggered by carbachol at its EC20; B-score at 10 µM; 0.45% of 310,000 active; AID 463165;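 active = B-score, a plate-corrected calcium signal, over three deviations above library mean, with baseline fluorescence within five deviations of library mean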;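 note: RGS4 expression induced by doxycycline in cells with stable M3 receptor; B-score is computed from the integrated fluorescence ratio over baseline after carbachol; higher B-score means a larger calcium signal and so more RGS4 inhibition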
Target sequence (P49798 whole entry, looked up): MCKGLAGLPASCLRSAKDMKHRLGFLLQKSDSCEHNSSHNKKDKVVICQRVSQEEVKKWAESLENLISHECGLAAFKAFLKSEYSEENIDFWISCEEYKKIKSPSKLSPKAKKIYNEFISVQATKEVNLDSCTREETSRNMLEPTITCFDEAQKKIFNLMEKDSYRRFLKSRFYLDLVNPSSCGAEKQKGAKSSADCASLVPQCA
MrgX1 ag = human MrgX1 receptor agonism, primary screen; Q96LB2; MrgX1-HEK293 cells, Fluo-4 calcium fluorescence, agonist mode; stronger effect = higher value; B-score at 10 µM; 0.44% of 310,000 active; AID 588627;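 active = calcium response B-score plate-corrected fluorescence ratio at least 3 library SD, with starting fluorescence B-score inside 5 SD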
Target sequence (Q96LB2 whole entry, looked up): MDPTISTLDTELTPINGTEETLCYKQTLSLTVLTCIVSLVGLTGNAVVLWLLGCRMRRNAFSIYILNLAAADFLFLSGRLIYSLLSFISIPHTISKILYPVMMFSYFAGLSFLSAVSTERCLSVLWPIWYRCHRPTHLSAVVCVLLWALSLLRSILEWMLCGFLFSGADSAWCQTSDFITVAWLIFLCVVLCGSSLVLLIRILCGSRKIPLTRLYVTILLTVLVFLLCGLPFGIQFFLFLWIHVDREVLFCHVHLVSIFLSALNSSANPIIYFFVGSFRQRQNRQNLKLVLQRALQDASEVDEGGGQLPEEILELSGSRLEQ
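System: HEK293 cells stably expressing human MrgX1 receptor; Dosing: test compound in the initial addition of three; Schedule: overnight plating, then 30 min 37 °C plus 30 min room-temperature dye loading; Detection: kinetic calcium dye fluorescence, Fluo-4 NW; Controls: per-plate positive and negative controls for Z′ factor.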
SKKanGAS inh = SKKanGAS growth inhibition; AID 1662; inhibition, % at 7.5 µM; 1.3% of 300,000 active; S. pyogenes SKKanGAS, kanamycin growth, BacTiter-Glo, 6 h;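 active = mean replicate score, as percent of positive control median, at least 50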;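 note: strain carries kanamycin resistance gene driven by streptokinase promoter and grows in 40 µg/ml kanamycin; loss of luminescence reflects streptokinase promoter inhibition or plain growth inhibition; 0% = median of DMSO wells and 100% = positive control at its reference dose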
TRPC4 block = blocks the mouse TRPC4 cation channel. HEK293 TRPC4beta/mu-opioid, DAMGO-evoked Fluo4 calcium flux; stronger effect = lower value. AID 2247. 0.39% of 300,000 active. Q9QUQ5. B-score at 10 µM;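 active = B-score over 3 SD under the library average, no early fluorescence shift, positive overall ratio signal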
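material = TRPC4beta/mu-opioid receptor HEK293 cell line | probe or stimulus = sequential submaximal and maximal DAMGO stimulation | compound dosing = one concentration per compound | measured by = Fluo4 Ca2+ flux fluorescence | evaluation = integrated fluorescence ratio relative to baseline, converted to per-well B score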
MrgX1 antag = blocks BAM8-22 activation of human MrgX1 receptor. Q96LB2. MRGX1-HEK293 calcium flux, Fluo-4, BAM8-22 antagonism; stronger effect = lower value. B-score at 10 µM. 1.3% of 310,000 active. AID 588676;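 active = calcium-response B-score plate-corrected more than 3 library SD below zero, starting fluorescence within 5 deviations, no agonist response on first addition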;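 note: peak minus trough fluorescence over baseline after final BAM8-22 challenge near maximal dose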
TRPC6 inh = inhibitors of mouse TRPC6 channel; Q61143; HEK293-TRPC6, membrane potential dye, ACh-evoked depolarization; stronger effect = lower value; B-score at 10 µM; 1.1% of 310,000 active;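 active = B-score under library mean minus 3 SD, initial fluorescence not abnormally high, positive integrated signal ratio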;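 note: B-score derived from integrated fluorescence ratio over the kinetic read; more negative B-score means stronger inhibition of depolarization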
TRPC6 act = mouse TRPC6 channel activation; HEK293-TRPC6 membrane potential dye fluorescence; stronger effect = higher value; B-score at 10 µM; 0.13% of 310,000 active; AID 2550;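 active = B-score of the integrated fluorescence ratio above library mean plus 3 SD, and starting fluorescence ratio within library mean plus 5 SD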;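 note: higher score means more depolarization so channel activation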
HIF activator = HIF pathway transcriptional activation. U2OS HRE-luciferase reporter, luminescence; normalized: DMSO 0%, desferrioxamine 100%. 0.32% of 300,000 active. activation, % at 7.5 µM (by protocol);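 active = mean activation of at least 10% of the iron chelator positive control signal, with at least half of replicates also reaching 10%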
RGS4 act = potentiators or activators of RGS4. HEK293 M3R/inducible RGS4, carbachol calcium flux Fluo4; stronger effect = lower value. B-score at 10 µM. 0.92% of 310,000 active. AID 463111;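 active = B-score of the integrated calcium signal more than 4 SD below the library mean, with starting fluorescence not abnormally high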;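 note: negative B-score means reduced calcium response which marks RGS4 activation or potentiation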
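test system = HEK293 cells with stable M3R and inducible RGS4 | schedule = recording 10 s baseline at 1 Hz, 100 s post-agonist | technique = Fluo4-AM (2 µM) calcium-flux fluorescence, kinetic read | measure = Agonist-evoked peak-minus-minimum fluorescence over baseline, integrated ratio, B score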
MrgX1 allo act = human MrgX1 positive allosteric modulation, primary screen; Q96LB2; MrgX1-HEK293, Fluo-4 calcium flux, FDSS; stronger effect = higher value; B-score at 10 µM; 0.63% of 310,000 active; AID 588675;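 active = plate-corrected calcium response at least 3 library SD above typical, normal starting fluorescence, not activating the receptor alone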;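 note: compound read alongside a low EC10 to EC30 dose of BAM8-22 agonist; peak minus trough fluorescence over baseline measured at the second addition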
An asterisk follows results filed as active; i = inactive; . = not tested or not shown.

molecule	Platelet DG rel	RGS4 inh	MrgX1 ag	SKKanGAS inh	TRPC4 block	MrgX1 antag	TRPC6 inh	TRPC6 act	HIF activator	RGS4 act	MrgX1 allo act
O=C(CSc1nnc(-c2ccncc2)n1-c1ccc(Cl)cc1)Nc1ccc(C(=O)O)cc1	-2	i	i	7	i	i	i	i	-0.2	i	i
CC(=O)Nc1ccc(S(=O)(=O)N2CCCN(S(=O)(=O)c3ccc(NC(C)=O)cc3)CC2)cc1	1	i	i	4	i	i	i	i	-0.1	i	i
COc1cccc(-n2c(C)c(C(C)=O)c(C(C)=O)c2C)c1	-4	i	i	0	i	i	i	i	-0.8	i	i
Brc1ccc(-c2nnc(SCCC3OCCCO3)o2)cc1	-3	i	i	-1	i	i	i	i	1.3	i	i
CC1(C)Cc2c(sc(NC(=O)c3ccc(S(=O)(=O)N4CCCCCC4)cc3)c2C#N)C(C)(C)N1	-10	i	i	45	i	i	i	i	-0.3	i	i
COc1ccc(/C=C(\NC(=O)c2ccccc2)C(=O)N/N=C/c2ccncc2)cc1	-2	i	i	-2	i	i	i	i	-0.1	i	i
CC1(C)CC(CC(=O)O)(c2ccc(Cl)cc2)CCO1 (centres undefined)	-6	i	i	0	i	i	i	i	-0.1	i	i
O=C(CSc1nc2c(c(=O)n1-c1ccccc1)SCC2)N1CCN(c2ccccc2)CC1	0	i	i	-5	i	i	i	i	0.5	i	i
O=C(c1ccccc1)c1ccc2c(c1)OCCOCCOCCOCCO2	13	i	i	-1	i	i	i	i	0.6	i	i
O=C(/C=C/c1ccco1)NCCc1ccccc1	-1	i	i	-19	i	i	i	i	1.9	i	i
CCOC(=O)c1ccccc1NC(=O)CSc1nc2c(c(=O)n(C)c(=O)n2C)n1C	-4	i	.	-12	i	.	i	i	-0.2	i	.
CC(C)c1cc(CNC(=O)C2CCC(=O)N(Cc3ccccc3F)C2)on1 (centres undefined)	-3	i	i	-2	i	i	i	i	0.0	i	i
CCc1ccc(NS(=O)(=O)c2ccc3[nH]cc(C(=O)N4CCc5ccccc54)c(=O)c3c2)cc1	15	i	i	15	i	i	i	i	3.1	i	i
CC(C)=NNC(=O)c1c(O)c2ccccc2[nH]c1=O	1	i	i	-10	i	i	i	i	0.7	i	i
COc1ccccc1C1C([N+](=O)[O-])=CC([N+](=O)[O-])=CN1C (centres undefined)	-2	i	i	9	i	i	i	i	0.0	i	i
COc1cc(CN2CCN(C(=O)CC(C)C)CC2)c([N+](=O)[O-])cc1OC	16	i	i	-1	i	i	i	i	-0.6	i	i
O=C(CCC(=O)OCc1ccc(C(=O)Oc2ccc(Cl)cc2)cc1)Nc1ccccc1	-8	i	i	-15	i	i	i	i	0.0	i	i
Cc1cc(C(=O)N2CCN(c3ccccn3)CC2)c(C)o1	-1	i	i	-8	i	i	i	i	0.1	i	i
Cc1nn(C(C)(C)C)c(OC(=O)c2cccs2)c1S(=O)(=O)c1ccccc1	1	i	i	8	i	i	i	i	0.8	i	i
CCCCSc1cc(C)nc2ncnn12	-1	i	i	0	i	i	i	i	-11	i	i
COCC(=O)N1CCC(Oc2ccc(C(=O)NCCCC3CCCC3)cc2)CC1	-1	i	i	1	i	i	i	i	-1.2	i	i
O=C(CNC(=O)c1ccc(Br)cc1)NC1=NCCS1	-11	i	i	-5	i	i	i	i	0.6	i	i
CCn1cc(-c2ccnc3cc(C(=O)O)nn23)c(C)n1	-4	i	i	11	i	i	i	i	0.0	i	i
CC(=O)N1CC=CC1(C)C(=O)O (centres undefined)	-7	i	i	7	i	i	i	i	-3.6	i	i
COc1ccc(NC(=O)C2C3CCC(O3)C2C(=O)O)cc1OC (centres undefined)	-4	i	i	0	i	i	i	i	0.3	i	i
O=C(c1ccc(Cl)cc1Cl)N1CCc2ccccc21	10	i	i	5	i	i	i	i	-0.8	i	i
O=C(Cc1cccs1)N(Cc1cccs1)C1(C(=O)NC2CCCCC2)CCCCC1	-5	i	i	5	i	i	i	i	-0.6	i	i
CCCCC1=CC2=C(c3ccco3)C(=O)C(C)(OC(=O)c3ccc(OC)cc3)C(=O)C2=CN1c1ccccc1 (centres undefined)	-1	i	i	5	i	i	i	i	0.2	i	i
CCSc1nnc(CNC(=O)C23CC4CC(CC(C4)C2)C3)n1Cc1ccccc1	-8	i	i	-17	i	i	i	i	-0.6	i	i
CC(=O)Nc1ccc(NC(=O)CSc2nnc(C)c(=O)[nH]2)cc1	2	i	i	-8	i	i	i	i	-0.2	i	i

Following part.
molecule	Platelet DG rel	RGS4 inh	MrgX1 ag	SKKanGAS inh	TRPC4 block	MrgX1 antag	TRPC6 inh	TRPC6 act	HIF activator	RGS4 act	MrgX1 allo act
O=C(NCc1ccccc1)NS(=O)(=O)c1ccccc1Cl	3	i	i	10	i	i	i	i	-0.2	i	i
CCOC(=O)C(C(=O)OCC)[C@@H]1CS(=O)(=O)C[C@H]1C(C(=O)OCC)C(=O)OCC	10	i	i	1	i	i	i	i	-0.1	i	i
Cc1cnc(C(=O)NCCc2ccc(Cl)cc2)cn1	5	i	i	-2	i	i	i	i	4.1	i	i
CC(NC(=O)c1ccco1)C(=O)Nc1nc(-c2ccccn2)cs1 (centres undefined)	-3	i	i	-10	i	i	i	i	-0.2	i	i
CC(C)c1ccc(-c2nn(-c3ccccc3)cc2C(=O)NCC2CCCO2)cc1 (centres undefined)	-2	i	i	1	i	i	i	i	0.3	i	i
CC(=O)Nc1ccc(NS(C)(=O)=O)cc1	-1	i	i	-3	i	i	i	i	0.3	i	i
CCc1cc2c(SCc3nc4sc(C(C)=O)c(C)c4c(=O)[nH]3)ncnc2s1	-1	i	i	20	i	i	i	i	-0.4	i	i
COc1ccc([C@H]2C=C(C(=O)O)O[C@@H](OCc3ccc(CO)cc3)C2)cc1	-7	i	i	5	i	i	i	i	-0.1	i	i
O=C(c1cc2n(n1)C(C(F)(F)F)CC(c1ccc(Cl)cc1)N2)N1CCCC1 (centres undefined)	-5	i	i	1	i	i	i	i	-0.3	i	i
Cc1ccccc1OC(=O)c1cccnc1	11	i	i	-2	i	i	i	i	-0.6	i	i
CCOC(=O)C(C)Oc1ccc(NC(=O)C(Cl)Cl)cc1 (centres undefined)	7	i	i	3	i	i	i	i	-0.4	i	i
COc1ccccc1CNC(=O)COC(=O)c1cc(S(=O)(=O)N2CCOCC2)ccc1Cl	-4	i	i	-6	i	i	i	i	-0.6	i	i
O=C(/C=C/c1ccco1)Nc1nnc(-c2ccco2)s1	5	i	i	2	i	i	i	i	2.1	i	i
O=C(c1ccc(N2CCCCS2(=O)=O)cc1)N1CCN(c2ccc(N3CCOCC3)nn2)CC1	37	i	i	1	i	i	i	i	-0.1	i	i
CC(=O)N1CCN(C(=O)CNc2cc(C(F)(F)F)ccc2OCC(F)(F)F)CC1	-20	i	i	-5	i	i	i	i	-0.3	i	i
O=C(Nc1c(-c2ccccc2)nc2c(Br)cc(Br)cn12)c1ccco1	-4	i	i	-2	i	i	i	i	0.0	i	i
COc1ccc(OC)c(S(=O)(=O)NC2CCCCNC2=O)c1 (centres undefined)	-5	i	i	-4	i	i	i	i	-22	i	i
O=C(CSc1nnc(-c2cccc(S(=O)(=O)N3CCCCC3)c2)o1)c1ccc[nH]1	2	i	i	3	i	i	i	i	-1.0	i	i
Cc1ccccc1NC(=O)C(C)N1C(=O)c2ccccc2C1=O (centres undefined)	7	i	i	1	i	i	i	i	-1.1	i	i
OC(COCc1ccccc1F)CN1CCCCC1 (centres undefined)	2	i	i	3	i	i	i	i	0.0	i	i
O=C(c1cc(C2CC2)on1)N1CCN(c2ccc(F)cc2)CC1	2	i	i	-4	i	i	i	i	0.0	i	i
COc1cc(-c2noc(C)c2/C=C/c2cccc([N+](=O)[O-])c2)cc(OC)c1OC	5	i	i	26	i	i	i	i	1.2	i	i
O=S1(=O)CCOCCCN1Cc1ccccc1F	5	i	i	2	i	i	i	i	-1.7	i	i
O=[N+]([O-])c1ccc(Cl)c(S(=O)(=O)Nc2cccc(-c3ccc(N4CCOCC4)nn3)c2)c1	-2	i	i	-3	i	i	i	i	1.2	i	i
NC(=O)COC(=O)c1ccc2c(c1)S(=O)(=O)c1ccccc1C2=O	-2	i	i	-3	i	i	i	i	1.0	i	i
C[C@H](NC(=O)c1nc[nH]c1C(=O)NCc1ccccc1)C(=O)OC(C)(C)C	-1	i	i	0	i	i	i	i	-0.1	i	i
COc1ccc(OC)c(N(CC(=O)N2CCC(C)CC2)S(=O)(=O)c2ccccc2)c1	0	i	i	9	i	i	i	i	0.2	i	i
O=C(C[n+]1ccc(C(=O)N/N=C/c2ccc(Cl)cc2Cl)cc1)c1ccccc1	1	i	i	-2	i	i	i	i	.	i	i
COc1cc(Cl)c(C)cc1NC(=O)CN(C)Cc1cccc(OC)c1OC	0	i	i	2	.	i	i	i	0.3	i	i
CCc1ccc(N2CN(Cc3ccco3)CNC2=S)cc1	.	i	i	-2	i	i	i	i	.	i	i
Cc1cccc(-c2nc(CS(=O)CC(=O)NCCc3ccccc3)c(C)o2)c1 (centres undefined)	-4	i	i	-9	i	i	i	i	0.4	i	i
Cc1cc(NC(=O)CSc2ccc(-c3ccc(Br)cc3)nn2)no1	20	i	i	-10	i	-8.2*	i	i	0.5	i	i
O=C(c1cccc(Cl)c1Cl)N1CCN(c2ccccn2)CC1	17	i	i	2	i	i	i	i	0.0	i	i

From PubChem
